Bioassay records deposited in PubChem by National Center for Advancing Translational Sciences (NCATS).
Eya2 phos inh – inhibitors of human Eya2 phosphatase activity; recombinant Eya2, OMFP fluorescence dephosphorylation (OMFP is methylfluorescein phosphate); Potency, µM (series often up to 76.9 µM), for inactives: at the highest dose activity, negative = inhibition, actives largely listed as inhibitors; hit rate 0.006% among 330,000; note: potency is the fitted concentration of half-maximal effect; % is set by controls: 0 for no effect and ±100 for the full control effect
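Eya2 protein (added as 0.2 uM solution) was preincubated with compound for 10 min at ambient temperature in 50 mM HEPES pH 7.5, 50 mM NaCl, 5 uM MgCl2, 0.05% BSA, 1 mM DTT. OMFP (added at 50 uM) then reacted 10 min; fluorescence read at 485/525 nm.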
TSG101-PTAP inh – blocks PTAP/TSG101 interaction to inhibit HIV-1 budding. Fluorescence polarization, FITC-PTAP peptide / Tsg101 binding. Potency, µM (top dose mostly 115 µM), for inactives: top-dose activity change, negative = inhibition, most hits filed as inhibitors. Q99816. 340,000 tested, under 10 active; active = well fitted inhibition curve with a large enough effect in the main read-out, with a control signal flat, not every such curve was filed as active; inconclusive = small, poorly fitted or top-dose-only effect, or effect the other way, or a change in a side signal; inactive = no such curve, though single readings can be large or run the other way; note: potency is the fitted concentration of half-maximal effect; % of control where 0% means no effect
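Fluorescence anisotropy tracks displacement of a FITC-tagged PTAP peptide (50 nM) from the Tsg101 binding domain (10 uM), following a 20 min room-temperature incubation at pH 7.5.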
TRPV1 agonist – human TRPV1 agonism; Q8NER1; TRPV1-expressing cells, Fluo-8 calcium influx, agonist mode; activation, % at 8.33 µM; hit rate 0.19% among 320,000; in the data active = activation above about 80%; inconclusive = between about 30% and that limit; note: 0% is about no effect
Target sequence (Q8NER1 whole entry, looked up): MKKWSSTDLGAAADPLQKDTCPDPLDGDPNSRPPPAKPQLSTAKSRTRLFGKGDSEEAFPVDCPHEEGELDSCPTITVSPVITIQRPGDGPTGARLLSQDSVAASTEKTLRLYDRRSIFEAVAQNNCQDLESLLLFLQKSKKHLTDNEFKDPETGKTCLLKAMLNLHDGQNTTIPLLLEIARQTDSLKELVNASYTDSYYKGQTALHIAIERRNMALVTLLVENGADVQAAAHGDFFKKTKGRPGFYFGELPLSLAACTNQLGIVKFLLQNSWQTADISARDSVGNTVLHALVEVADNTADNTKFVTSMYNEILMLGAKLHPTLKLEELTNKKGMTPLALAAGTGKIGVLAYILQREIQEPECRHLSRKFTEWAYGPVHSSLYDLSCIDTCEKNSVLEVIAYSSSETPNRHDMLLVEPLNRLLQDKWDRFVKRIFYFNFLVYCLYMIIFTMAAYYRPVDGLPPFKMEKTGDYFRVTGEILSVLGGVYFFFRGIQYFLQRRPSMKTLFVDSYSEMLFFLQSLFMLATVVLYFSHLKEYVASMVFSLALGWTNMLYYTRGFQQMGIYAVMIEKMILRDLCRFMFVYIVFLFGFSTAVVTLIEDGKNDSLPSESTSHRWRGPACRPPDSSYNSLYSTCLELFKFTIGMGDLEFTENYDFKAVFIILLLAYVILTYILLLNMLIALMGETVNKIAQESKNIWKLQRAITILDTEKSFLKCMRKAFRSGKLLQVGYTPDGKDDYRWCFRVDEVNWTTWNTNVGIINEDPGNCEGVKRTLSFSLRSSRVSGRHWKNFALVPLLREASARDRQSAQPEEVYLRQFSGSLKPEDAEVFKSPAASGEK
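TRPV1-expressing cells were cultured overnight at 35.5C and loaded with Fluo-8 calcium dye for 40 to 90 min at room temperature. After a 10 s baseline, compound was added and calcium influx was read kinetically for 3 min (ex 480/em 520 nm).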
USP2a block – inhibitors of human ubiquitin-specific protease USP2a | USP2 core, Ub-CHOP2 coupled fluorogenic reporter, 485/531 | Potency, µM (doses to about 38.3 µM), for inactives: at the top dose activity change, negative = inhibition, most hits filed as inhibitors | AID 463254 | O75604 | hit rate 0.01% among 330,000;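 note: potency is the fitted concentration of half-maximal effect; plate controls were DMSO wells for no effect and full inhibition by NEM control for full effect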
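USP2 core (10nM final) preincubated 30min RT with compound in 20mM Tris-HCl pH 8.0, 2mM CaCl2, 2mM beta-mercaptoethanol, 0.05% CHAPS; 25nM Ub-CHOP2 plus 25nM reporter substrate added, fluorescence (Ex485/Em531) read after 60min.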
ELG1 genotox – genotoxicity induction in ELG1-luciferase HEK293T cells; HEK293T ELG1-luciferase reporter, luminescence, 16 h; Potency, µM (doses to about 46 µM), for inactives: top-dose activity change, positive = activation, actives largely listed as activators; hit rate 1.3% among 330,000; note: potency is the fitted concentration of half-maximal effect; % of control where 0% means no effect; nearly all actives have a fitted effect of over 60% in size
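Reporter readout depends on ELG1 protein level, which increases with genetic stress. After 16 hr compound exposure at 37 °C, luciferase activity was quantified using ONE-Glo.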
B2AR arrestin – beta2AR (human) beta-arrestin recruitment activity | beta-arrestin recruitment to beta2AR, cell-based reporter | Potency, µM (series often up to 46.1 µM), for inactives: at the top dose activation, hits mostly activators | hit rate 0.02% among 330,000 | AID 492947;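 note: potency is the fitted concentration of half-maximal effect; 0% = DMSO controls and full agonism = EC100 isoproterenol or metaproterenol; nearly all actives have a fitted effect of over 65% in size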
BRCA1 expr act – activators of BRCA1 expression; MCF7-BRCA1-FFLuc reporter, luminescence, 48 h; response scale: scaled: vehicle 0%, 10 µM genistein 100%; hit rate 1.1% among 380,000; AID 624202; Potency, µM (highest dose often 46.1 µM), for the others: at the top dose activation, actives largely listed as activators; note: potency is the fitted concentration of half-maximal effect; nearly all actives have a fitted effect of over 80% in size; some results filed as inactive show a strong effect at the top dose
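MCF7 cells carrying a BRCA1-firefly luciferase reporter (2000 cells/well, phenol-red free MEM) were attached for 2 h at 37 °C, then given compounds for 48 h. Luminescence was read 15 min after luciferase reagent; activity normalized to genistein (10 microM) and DMSO.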
p53 reactivator – restores transcriptional activity of mutant p53 | hit rate 0.063% among 320,000 | Potency, µM (top dose mostly 92.2 µM), for the others: top-dose activity change, positive = activation, actives largely listed as activators | H1299 p53-A138V BP100-luciferase reporter, luminescence, 24 h; note: potency is the fitted concentration of half-maximal effect; % of control where 0% means no effect; nearly all actives have a fitted effect of over 45% in size
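H1299 (p53-null), stable ts p53-A138V + BP100-Luc; 1000 cells/well, Opti-MEM/10% FBS; cpd 4 pt, 1:5; 24 h, 37 deg C, 5% CO2; detection reagent 10 min RT; luminescence.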
uPA generation – blocks generation of uPA at the cell surface; cell surface uPA generation assay, qHTS; Potency, µM (top dose mostly 38.3 µM), for the others: at the top dose activity change, negative = inhibition, hits mostly inhibitors; hit rate 0.31% among 330,000; AID 540303; active = well fitted inhibition curve with a large enough effect; inconclusive = small, poorly fitted or top-dose-only effect; inactive = no such curve, though single readings can be large or run the other way; tested in mouse RAW 264.7 cells; note: potency is the fitted concentration of half-maximal effect; % is set by controls: 0 for no effect and ±100 for the full control effect; nearly all actives have a fitted effect of over 55% in size
a7 integrin act – activates integrin-mediated alleviation for muscular dystrophy | alpha7betagal myoblasts, beta-gal FDG fluorescence, 48 h | Potency, µM (top dose mostly 38.3 µM), for inactives: at the highest dose activation, usual class: activators | hit rate 0.064% among 350,000 | AID 624291;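 note: potency is the fitted concentration of half-maximal effect; 100% = response of the positive control SU9516; nearly all actives have a fitted effect of over 60% in size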
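Alpha7betagal+/- myoblasts (passage 13) were plated 16-24 hr, then exposed to compounds (1:260 dilution of DMSO stock) for 48 hours at 37C. After MPER lysis, β-galactosidase reporter activity was read as FDG fluorescence (ex 480/em 540) after 30 minutes.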
ASM inhibitor – inhibitors of human secretory acid sphingomyelinase; P17405; placental ASM, HMU-PC fluorogenic substrate, 60 min; Potency, µM (series often up to 57.5 µM), without a hit: at the top dose activity change, negative = inhibition, usual class: inhibitors; hit rate 0.006% among 340,000; note: potency is the fitted concentration of half-maximal effect
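Human placenta-derived ASM enzyme was preincubated with compound for 10 minutes at room temperature, then given fluorogenic substrate HMU-PC0 (9 uM final) for 60 minutes at 37 °C; a pH 10 stop preceded fluorescence reading at Ex 386/Em 447 nm.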
* = called active by the depositor; ? = inconclusive; nt = no result given; [ ] = remark or other dose. Unless noted, calls come from the whole dose curve; as a rule, active = well fitted curve in the direction sought with a large enough effect; inconclusive = small, poorly fitted or top-dose-only effect, or another doubt; inactive = no such curve, though single readings can be large; an effect the other way counts as inactive or inconclusive.

SMILES	Eya2 phos inh	TSG101-PTAP inh	TRPV1 agonist	USP2a block	ELG1 genotox	B2AR arrestin	BRCA1 expr act	p53 reactivator	uPA generation	a7 integrin act	ASM inhibitor
COC(=O)c1cc(Cl)c(NC(=O)c2ccc(F)cc2)cc1OC	3.8%	-4.6%	13.0	-0.1%	7.8%	-0.1%	15.9%	-4.3%	5.2%	3.3%	0.1%
O=C(CCn1c(=O)c2ccccc2n(Cc2cc(=O)n3ccccc3n2)c1=O)NCc1ccco1	4.3%	-1.5%	-3.9	-0.3%	4.1%	0.6%	-11.9%	7.9%	0.9%	-25.1%	5.6%
CN(CC(=O)NC1CC1)S(=O)(=O)c1ccc(F)cc1	1.1%	-2.0%	0.6	2.0%	4.1%	-0.4%	-6.7%	2.4%	10.2%	-0.4%	0.3%
c1csc(C(c2nnnn2C2CCCC2)N2CCCC3(CCCCC3)C2)c1 (stereo not drawn)	-1.6%	-1.8%	-0.7	-0.7%	0.0%	-0.2%	-7.9%	-2.6%	6.9%	-18.4%	-3.0%
O=C(CC1C(=O)OCN1C(=O)OCc1ccccc1)OCC(=O)c1ccccc1 (stereo not drawn)	-7.7%	-0.1%	0.0	-1.0%	0.9%	0.1%	-14.3%	2.8%	6.9%	-2.3%	-0.7%
O=C(CCCn1c(=S)[nH]c2ccccc2c1=O)N1CCCCC1	2.9%	-0.5%	1.9	-0.8%	-1.5%	-0.1%	0.5%	6.5%	3.8%	-7.5%	-1.2%
COC(=O)C(C)Sc1nc2c(c(=O)n1-c1ccccc1)SCC2 (stereo not drawn)	14.8%	-4.3%	-0.5	-1.4%	2.4%	0.0%	9.0%	2.5%	-5.8%	-13.4%	-3.8%
O=C(O)Cn1c(=O)c2c3c(sc2n(Cc2ccc(Cl)cc2Cl)c1=O)CCCC3	11.3%	-6.1%	8.3	-2.4%	-1.4%	3.1%	-15.8%	11.2%	1.1%	?	15.6%
CCOc1ccc(CCNC(=O)c2cccnc2N2CCCC2)cc1OCC	15.4%	0.5%	-2.4	2.1%	-2.7%	1.0%	-0.5%	-4.1%	-8.6%	8.6%	4.3%
COc1ccc(-c2cc(-c3ccccc3)nc(-c3ccc4c(c3)NC(=O)CO4)c2)cc1	5.8%	-0.5%	-4.2	1.2%	-2.8%	-0.6%	-4.0%[1.84 µM]	-4.2%	3.5%	-19.3%	-10.5%
CCCC1(C(=O)O)NC(c2cccc(OC)c2O)C2C(=O)N(c3ccccc3)C(=O)C21 (stereo not drawn)	10.3%	-0.5%	1.6	-1.4%	2.4%	0.5%	-15.6%	0.1%	-0.6%	14.6%	3.3%
O=C(Cc1ccc(Cl)cc1)NCCN1CCCC1	4.1%	-7.6%	1.3	-0.1%	0.2%	-0.1%	2.4%	1.6%	2.7%	1.1%	3.4%
CCN(c1ccc(C(=O)CN2C(=O)NC3(CCOc4ccccc43)C2=O)cc1)S(C)(=O)=O (stereo not drawn)	3.5%	-0.8%	-1.8	1.2%	0.0%	-1.1%	-20.4%	-17.2%	-15.6%	-35.6%	-1.4%
O=C(Nc1cccc(S(=O)(=O)N2CCCCC2)c1)c1cc([N+](=O)[O-])ccc1N1CCOCC1	5.0%	0.5%	-2.4	0.2%	-2.8%	0.0%	-23.3%	-2.7%	-0.4%	-4.0%	-16.2%
Cc1cc(NC(=O)c2ccc(F)cc2)n(-c2ccccc2)n1	0.2%	-9.6%	5.2	2.1%	11.1%	-0.8%	-0.1%	2.4%	9.8%	1.9%	-1.9%
COc1ccc(S(=O)(=O)N2CCCCC2)cc1NC(=O)CNc1ccc(F)cc1C	9.3%	-3.5%	1.8	-1.2%	-0.1%	0.0%	-32.1%	0.0%	0.7%	-0.7%	16.9%
O=C(NC1CCCCCC1)c1ccc(=O)n(Cc2ccccc2)n1	-3.5%	-2.5%	18.0	2.6%	-7.1%	-0.3%	-6.2%	-1.5%	6.8%	-6.1%	-5.9%
CC1CCCCN1CCNC(=O)CN1C(=O)COc2ccccc21 (stereo not drawn)	0.3%	-4.3%	-6.8	4.7%	-1.7%	-0.1%	14.4%	4.8%	4.1%	14.8%	5.5%
O=C1NCCCC1C(=O)Nc1ccccc1C(F)(F)F (stereo not drawn)	19.9%	-2.6%	3.0	1.4%	1.8%	0.0%	-2.2%	-5.2%	2.6%	28.1%[7.66 µM]	3.6%
Nc1c(C(=O)c2ccccc2)sc2snc(SCC(=O)c3ccccc3)c12	8.8%	-3.2%	?	0.3%	1.8%	0.2%	18.1%	11.6%	-2.4%	-26.7%	-16.1%
CSc1ccccc1OCc1cc(C(=O)NCCCn2nc(C)cc2C)no1	-6.4%	-3.6%	-1.2	-3.3%	-15.8%	0.4%	-30.0%	-6.8%	31.3%[activator]	9.8%	3.4%
CCOC(=S)SCC(=O)N1CCc2cc(OC)c(OC)cc2C1C1C(=O)CC(C)(C)CC1=O (stereo not drawn)	2.4%	4.4%	0.5	-1.4%	1.0%	-3.8%	-2.8%	-1.0%	-3.3%	2.5%	-3.0%
Cc1ccc2nc(SCc3ccc([N+](=O)[O-])cc3)[nH]c2c1	-7.1%	-5.6%	23.2	-9.4%	-1.3%	-0.8%	32.5%	13.1%	nt	-9.8%[7.66 µM]	-1.5%
Nc1ccc2c(=O)[nH][nH]c(=O)c2c1	nt	1.2%	nt	nt	nt	nt	-9.5%	nt	1.1%	5.2%	-2.2%
CC1CC(C)CN(S(=O)(=O)c2ccc(NN)nc2)C1 (stereo not drawn)	8.9%	0.5%	4.1	0.1%	0.4%	0.0%	0.0%	0.1%	2.1%	-9.7%	8.4%
O=C(Cc1ccc(NC(=O)C2CCCN(C(=O)CCc3ccccc3)C2)cc1)Nc1cccc(C(=O)N2CCCCC2)c1 (stereo not drawn)	nt	-0.5%	nt	nt	nt	nt	-13.6%	nt	-10.6%	-14.4%	1.2%
Cc1nonc1NC(=O)OC1CCCCC1	20.8%	-9.0%	-2.4	0.3%	-2.9%	0.3%	-12.4%	-4.1%	nt	-19.5%	6.5%
COc1cc(C(=O)OCC(=O)NC2CCS(=O)(=O)C2)c([N+](=O)[O-])cc1OC (stereo not drawn)	-7.1%	-1.9%	1.5	-0.4%	2.1%	-0.4%	-10.7%	-0.4%	2.6%	1.7%	2.4%
Cc1ccc(CNc2ccc(Cl)cc2[N+](=O)[O-])cc1	-6.1%	-2.0%	9.8	0.4%	8.4%	-0.6%	72.2%	?	-3.3%	-16.1%	-8.6%
C/C(=N\Nc1ccccc1C)c1cccnc1	13.7%	-4.3%	-2.8	-1.3%	10.8%	0.4%	9.0%	3.2%	-5.9%	-2.2%	-0.8%
Cc1ccc(-c2nnc(N3CCN(C(=O)CN4CCOCC4)CC3)c3ccccc23)cc1	-28.8%	-3.1%	-0.3	3.1%	-4.8%	-0.3%	-20.2%	-4.8%	nt	-4.5%	0.3%
CCOc1cc(N2CCOCC2)c(OCC)cc1NC(=O)COC(=O)c1cc(C)cc(C)c1	-0.9%	-3.8%	1.1	4.7%	-7.6%	-0.5%	-31.3%	-1.4%	-0.5%	-25.0%	-0.5%
Cc1oc(C(C)(C)C)cc1C(=O)N1CCN(c2ncccc2C(F)(F)F)CC1	1.8%	-2.3%	nt	0.2%	-1.3%	-0.3%	-8.6%	-2.2%	8.8%	-28.4%	-2.1%
COc1ccc(-n2c(Cc3cc(=O)[nH]c(=O)[nH]3)nnc2SCC(=O)Nc2ccccc2)cc1	-16.0%	-0.9%	nt	-0.8%	0.0%	0.2%	0.7%	0.4%	-7.9%	10.4%	-8.7%
O=C(N/N=C/c1ccc(O)cc1)c1cc[n+](Cc2ccccc2)cc1	3.1%	-6.0%	0.6	0.4%	1.2%	-0.5%	-4.5%	-31.5%[inhibitor]	-1.5%	-20.8%	-2.0%
Cc1ccc(SCC(=O)Nc2ccc(N3CCOCC3)cc2)c(C)c1	-13.5%	1.0%	?	0.7%	0.6%	0.1%	-0.2%	3.3%	-6.7%	-14.3%	0.9%
CCn1ncc(CN2CCC(Oc3ccc(C(=O)N4CCCC4)cc3)CC2)c1C	-0.2%	-3.6%	-0.2	1.3%	2.1%	0.2%	-20.7%	-0.4%	-1.7%	-20.8%	2.8%
CC(=O)NCCn1c(SCC#N)nc2ccccc2c1=O	10.1%	-5.3%	-2.6	3.4%	1.8%	0.3%	3.9%	5.5%	1.0%	-1.9%	-1.9%
